High-throughput results: PubChem BioAssay, National Center for Advancing Translational Sciences (NCATS)
ALOX12 inh = inhibitors of human 12S-lipoxygenase ALOX12; P18054; purified 12hLO, xylenol orange hydroperoxide absorbance; Potency, µM (series often up to 108 µM), for inactives: top-dose activity change, negative = inhibition, hits mostly inhibitors; actives 1.1% (n = 580,000); AID 1671190; also: potency is read from the fitted curve at half-maximal effect; % is scaled to controls: 0 for no effect and ±100 for the full control effect
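Hydroperoxide product was detected by ferrous iron/xylenol orange as the 573 to 405 nm absorbance ratio. Arachidonic acid at 40 uM (final) was turned over for 30 min at room temperature by 150 nM human 12hLO, pH 7.0 Hepes buffer, after 15 min compound preincubation.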
TRHR agonist = activates the human TRH receptor; P34981; TRHR cells, calcium flux fluo-8, FDSS agonist mode; activation, % at 2 µM; actives 0.18% (n = 360,000); AID 493084; in the data active = activation above about 30%; also: 0% is about no effect
Target sequence (P34981 whole entry, looked up): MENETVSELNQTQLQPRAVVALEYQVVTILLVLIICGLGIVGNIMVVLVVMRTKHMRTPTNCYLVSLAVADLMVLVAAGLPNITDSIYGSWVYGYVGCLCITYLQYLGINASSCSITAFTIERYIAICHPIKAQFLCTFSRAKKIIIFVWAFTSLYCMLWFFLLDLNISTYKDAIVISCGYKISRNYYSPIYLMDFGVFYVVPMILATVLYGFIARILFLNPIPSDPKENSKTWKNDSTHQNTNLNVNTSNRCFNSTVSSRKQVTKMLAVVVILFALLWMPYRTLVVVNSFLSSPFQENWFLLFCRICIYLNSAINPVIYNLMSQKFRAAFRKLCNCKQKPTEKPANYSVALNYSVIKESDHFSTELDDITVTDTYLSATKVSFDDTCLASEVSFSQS
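Read-out: compound-evoked intracellular calcium rise in TRHR cells, fluo-8 dye, kinetic FDSS fluorescence at 1 s/cycle following a 10-cycle baseline. Cells cultured overnight before dye loading (30 min–1.5 h, RT).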
BLM helicase inh = inhibitors of human Bloom syndrome helicase BLM; recombinant BLM DNA unwinding, fluorescence dequenching; Potency, µM (highest dose often 56.1 µM), for inactives: at the top dose activity change, negative = inhibition, hits mostly inhibitors; actives 0.2% (n = 350,000); AID 2528;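 also: potency is read from the fitted curve at half-maximal effect; plate controls were vehicle for no effect and no enzyme for full effect; nearly all actives have a fitted effect of over 35% in size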
ERG Ets-DNA blk = inhibitors of human ERG Ets domain-DNA interaction. actives 0.028% (n = 370,000). fluorescence polarization, His-ERG Ets domain / labelled DNA. Potency, µM (series often up to 76.9 µM), for the others: at the top dose FP activity, negative = inhibition, usual class: inhibitors. P11308; active = well fitted inhibition curve with a large enough effect in the polarisation, with a control signal flat; inconclusive = small, poorly fitted or top-dose-only effect, or effect the other way, or a change in a side signal; inactive = no such curve, though single readings can be large or run the other way; the % refers to the polarisation;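 also: polarization taken with two DNA probes labelled with fluorescein and Texas red; potency is read from the fitted curve at half-maximal effect; % of control where 0% means no effect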
Target sequence (P11308 whole entry, looked up, the tested form may be a part): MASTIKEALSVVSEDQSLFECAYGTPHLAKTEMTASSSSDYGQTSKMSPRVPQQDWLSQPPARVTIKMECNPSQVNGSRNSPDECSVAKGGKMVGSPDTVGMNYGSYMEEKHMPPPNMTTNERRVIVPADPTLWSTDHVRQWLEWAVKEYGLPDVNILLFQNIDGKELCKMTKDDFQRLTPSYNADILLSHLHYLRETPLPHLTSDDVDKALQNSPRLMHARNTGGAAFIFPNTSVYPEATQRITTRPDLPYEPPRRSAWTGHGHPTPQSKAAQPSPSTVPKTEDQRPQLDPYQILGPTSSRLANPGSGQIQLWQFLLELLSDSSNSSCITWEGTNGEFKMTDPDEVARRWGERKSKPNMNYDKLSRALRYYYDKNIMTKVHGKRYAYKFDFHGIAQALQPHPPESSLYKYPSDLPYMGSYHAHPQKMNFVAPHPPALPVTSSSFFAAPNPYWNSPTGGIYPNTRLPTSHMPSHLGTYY
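His-tagged ERG Ets domain (1 uM in the protein solution; 300mM KCl, 50mM Tris-HCl, 1mM EDTA, 1mM DTT, pH 7.5) received compound, then a probe mix of 5 nM fluorescein-DNA and 100nM Texas-615-DNA. Fluorescence polarization was read for both dyes.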
APEX1 inh = APE1 (human) endonuclease inhibition. recombinant APE1, TAMRA/BHQ-2 abasic DNA cleavage fluorescence. AID 2517. P27695. actives 0.35% (n = 350,000). Potency, µM (highest dose often 65.8 µM), for inactives: at the highest dose activity change, negative = inhibition, usual class: inhibitors;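 also: potency is read from the fitted curve at half-maximal effect; plate controls were vehicle for no effect and reference inhibitor for full effect; nearly all actives have a fitted effect of over 55% in size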
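APE1 at 0.75 nM preincubated 15 min at room temperature with compound. Reaction then started with 50 nM double-stranded THF-abasic substrate labelled with TAMRA/BHQ-2, and 525/598 nm fluorescence read kinetically. Activity taken as third-minus-first read difference, normalized to DMSO and NSC13755 controls.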
Pol beta inh = blocks human DNA polymerase beta activity; Potency, µM (highest dose often 114 µM), without a hit: top-dose activity change, negative = inhibition, actives largely listed as inhibitors; Pol beta primer extension/strand displacement, fluorescence kinetic; actives 1.3% (n = 340,000); also: potency is read from the fitted curve at half-maximal effect; % is scaled to controls: 0 for no effect and ±100 for the full control effect
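Reaction started by 50 nM substrate onto compound-treated Pol beta (10 nM, 15 min preincubation, room temperature); plates read at 0 min and 10 min. Normalized concentration-effect data fitted by four-parameter Hill equation.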
Pol iota inh = inhibitors of human DNA polymerase iota. Pol iota fluorescent replication assay, 10 min. actives 1% (n = 390,000). Q9UNA4. Potency, µM (titrated, usually from 115 µM), inactives show top-dose activity, negative = inhibition, usual class: inhibitors; also: potency is read from the fitted curve at half-maximal effect
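Pol iota at 10 nM preincubated 15 min with compounds at room temperature; reaction started with fluorescent substrate, 50 nM final. Fluorescence read kinetically at 0 and 10 min; buffer-only wells as negative control.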
Anesthetic bind = candidate novel general anesthetic via apoferritin binding. Potency, µM (top dose mostly 77.5 µM), without a hit: at the top dose activity change, negative = displacement, actives largely listed as inhibitors. actives 0.074% (n = 350,000). apoferritin/1-aminoanthracene competitive binding, fluorescence. P02791; also: potency is read from the fitted curve at half-maximal effect; % is scaled to controls: 0 for no effect and ±100 for the full control effect; nearly all actives have a fitted effect of over 20% in size
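Apoferritin-based anesthetic binding model; compound displacement of fluorescent 1-AMA measured as endpoint fluorescence after 10 minutes at room temperature, scaled to free-ligand and complex controls.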
Pol kappa inh = blocks human DNA polymerase kappa activity; Potency, µM (top dose mostly 107 µM), inactives show at the highest dose activity, negative = inhibition, hits mostly inhibitors; Q9UBT6; purified Pol kappa, fluorescent DNA synthesis assay, 10 min; AID 588579; actives 0.53% (n = 400,000); also: potency is read from the fitted curve at half-maximal effect; % is scaled to controls: 0 for no effect and ±100 for the full control effect
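Inhibition of 10 nM Pol kappa is measured by a fluorescent read-out at 0 and 10 min following addition of 50 nM substrate (final), with a 15-min room-temperature compound preincubation.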
An asterisk follows results filed as active; ? = inconclusive; . = not tested or not shown; & = joins results of further samples; [ ] = another dose, or the depositor's remark. Unless noted, calls follow the shape of the dose curve; as a rule, active = well fitted curve in the direction sought with a large enough effect; inconclusive = small, poorly fitted or top-dose-only effect, or another doubt; inactive = no such curve, though single readings can be large; an effect the other way counts as inactive or inconclusive. An excerpt. The share of hits here may be higher or lower than overall.

#	SMILES	ALOX12 inh	TRHR agonist	BLM helicase inh	ERG Ets-DNA blk	APEX1 inh
1	CC[N+](CC)(CC)C/C=C/CN1CCCCC1	2%	0.5	-7%	.	4%
2	CC1(C)NC(C)(C)/C(=C\c2cccs2)C(=O)C1=O	-14%	0.7	1%	2%	7%
3	Cc1ccc(C(=O)OC(C)C(=O)Nc2ccc(S(N)(=O)=O)cc2)cc1S(=O)(=O)N1CCOCC1 (stereo not drawn)	-28%	0.8	.	8%	20%
4	O=C(N/N=C/c1ccc(O)c(Br)c1)c1cc2c(ccc3ccccc32)o1	-15%	-0.3	-3%	-3%	-18%
5	COCCn1nnnc1C(c1ccccc1)N1CCN(Cc2ccc3c(c2)OCO3)CC1 (stereo not drawn)	1%	-0.2	0%	-1%	1%
6	CCCCCN(C(=O)CCC(=O)OCCOc1ccccc1)c1c(N)n(CCCC)c(=O)[nH]c1=O	-15%	-0.2	.	1%	-2%
7	CCc1ccc2[nH]c(O)c(N=NC3=NC(=O)CS3)c2c1	-14%	-0.2	-4%	-1%	-7%
8	Cc1cc(C)c(OCC(=O)OCC(=O)NC2CCCCCCC2)c(C)c1	-5%	-0.2	-8%	-3%	1%
9	O=C(Oc1ccc2ccc(=O)oc2c1)c1ccccc1	0%	0.4	-6%	-1%	10%
10	Cn1c(N)c(C(=O)COC(=O)c2cccc(S(=O)(=O)NCc3ccccc3)c2)c(=O)n(C)c1=O	-5%	.	.	-18%	10%
11	Cc1ccc(Cl)cc1NC(=O)Nc1cn(CC(C)C)c(=O)c2ccccc12	-4%	-0.5	-13%	1%	.
12	C#CCOCCOCCOCCNc1nc(N2CCN(C(=O)C([C@@H](C)CC)n3cc(C(N)Cc4ccc(O)cc4)nn3)CC2)nc(N2CCN(C(=O)[C@H](CCC(=O)O)n3cc(C(N)CC(C)C)nn3)CC2)n1 (stereo partly drawn)	-2%	-0.8	0%	-16%	?

#	Pol beta inh	Pol iota inh	Anesthetic bind	Pol kappa inh
1	11%	-16%	-1%	-6%
2	16%	-15%	-18%	-7%
3	.	3%	.	-8%
4	0%	1%	-1%	-15%
5	-4%	?	-8%	1%
6	.	15%	.	-7%
7	9%	-1%	0%	-13%
8	-17%	8%	?	-12%
9	?	0%	-8%	7%
10	.	11%	.	-15%
11	7%	?	?	-22%
12	22%	5%	-8%	6%

(further entries)
#	SMILES	ALOX12 inh	TRHR agonist	BLM helicase inh	ERG Ets-DNA blk	APEX1 inh
13	Cc1cc(CN2C(=O)c3ccccc3C2=O)cc(N2CCOCC2)c1	10%	-0.8	0%	.	-8%
14	CCOC(=O)CSC1=N/C(=C\c2ccc(OC)c(OC)c2)C(=O)N1C	-11%	-0.5	-5%	4%	2%
15	CC(=O)C(C)n1cnc2scc(-c3ccc(C)cc3)c2c1=O (stereo not drawn)	-3%	-0.5	-3%	0%	-15%
16	Cc1ccc(C(=O)OCC(=O)NCCc2ccccc2)cc1C	5%	0.1	.	0%	17%
17	O=C1C=C(C2OC(CO)C(O)C2O)C(=O)N1 (stereo not drawn)	4%	.	.	-11%	.
18	Cc1cccc(C)c1NC(=O)Cn1cc(C(=O)C2CC2)c2ccccc21	-22%	0.4	-5%	-1%	.
19	C=CCn1c(COc2ccccc2F)nnc1SCC(=O)NC(=O)NCc1ccco1	-18%	-0.3	-11%	.	?
20	CCOC(=O)c1c(NC(=O)CSc2nnc(-c3ccc(OC)cc3)o2)sc2c1CCC2	-3%	.	.	-6%	.
21	CC(C)NC(=O)CSc1nnc(-c2ccc(F)cc2)c2ccccc12	-5%	-0.4	-6%	3%	-4%
22	COc1ccc(/C=N/NC(=O)Cc2n[nH]c(=O)[nH]c2=O)cc1	19%	0.5	2%	2%	0%
23	O=C(COC(=O)C1(c2cccc(F)c2)CCCC1)NCc1cccs1	-10%	-0.3	-3%	-4%	1%
24	C=C1CCN(Cc2ccccc2)S(=O)(=O)c2ccccc21	13%	-1.1	-5%&-2%	3%	10%&-4%

#	Pol beta inh	Pol iota inh	Anesthetic bind	Pol kappa inh
13	-16%	12%	?	-2%[60.1 µM]
14	-24%	16%	-5%	-12%
15	15%	0%	-8%	-3%
16	.	20%	.	-14%
17	.	8%	.	10%
18	-13%	-24%	-9%	-10%
19	40µM*	32µM*	-5%	?
20	.	11%	.	5%
21	4%	4%	-23%	-9%
22	32%	32%[activator]	2%	7%
23	4%	-21%	-11%	-6%
24	-2%	1%&2%	6%&3%	-7%&-11%

(further entries)
#	SMILES	ALOX12 inh	TRHR agonist	BLM helicase inh	ERG Ets-DNA blk	APEX1 inh
25	CCOC(=O)/C(=C/C=C/c1ccccc1)NC(=O)c1ccccc1	-14%	-0.2	-4%	7%	-1%
26	CC(C)c1nc2n(n1)C1(CCCCC1)[C@@H]1CCCC[C@@H]1N2	-11%	-0.3	1%	3%	.
27	Cc1ccc(S(=O)(=O)NCCC(=O)NNC(=O)c2ccccc2O)cc1C	?	0.1	.	-5%	-11%
28	COc1ccc(NC(=O)CSc2cc(-c3ccccc3)nc(C)n2)cc1	-29%	-1.8	-3%	4%	.
29	CCOC(=O)c1cc(NC(=O)c2ccc(C)cc2)c(=O)oc1C(F)(F)F	-14%	-0.2	-6%	1%	-10%
30	CCc1cccc2c(=O)c(C(=O)NCCCOC)c[nH]c12	-2%	0.0	-1%	11%	12%
31	Cc1c(NC(=O)c2ccc(F)c(S(=O)(=O)N3CCOCC3)c2)c(=O)n(-c2ccccc2)n1C	393%[activator]	-0.3	5%	11%	-1%
32	CC1(C)CC(=O)C(CO)=C(c2cccc3ccccc23)C1=O	-5%	-0.4	.	9%	53%[activator]
33	CCCN1CCN(C(=O)c2ccc3nc(CC)c(CC)nc3c2)CC1	0%	-0.4	-3%	11%	15%
34	C/C(=N\Nc1ncc(Cl)cc1Cl)c1ccc(S(=O)(=O)NCc2ccco2)cc1	-1%	-1.3	-5%	-4%	14%
35	COC(=O)c1ccc(/C=C/c2c(-c3ccc(OC)cc3)oc3ccccc23)cc1	-7%	0.2	-4%	-17%	8%
36	Oc1cccnc1SCc1ccccc1	6.3µM*	0.0	.	8%	-6%

#	Pol beta inh	Pol iota inh	Anesthetic bind	Pol kappa inh
25	-29%	?	0%	-16%
26	1%	16%	60%[activator]	14%
27	.	15%	.	-7%
28	-4%	10%	57%[activator]	-11%
29	46%	12%	-8%	-10%
30	11%	75%[activator]	-11%	-11%
31	38%	-5%	-5%	8%
32	.	19%	.	15%
33	37%	83%[activator]	-1%	-4%
34	14%	13%	-1%	-13%
35	-5%	-8%	-1%	4%
36	.	?	.	-14%

Continued.
#	SMILES	ALOX12 inh	TRHR agonist	BLM helicase inh	ERG Ets-DNA blk	APEX1 inh
37	CC(C)(C)c1ccc(C(CC(=O)O)NC(=O)Cc2ccc(F)cc2)cc1 (stereo not drawn)	-22%	-0.2	-5%	.	-3%
38	CC(C)(C)c1ccc(S(=O)(=O)N2CCN(C(=O)c3cc(-c4ccc(Br)cc4)n[nH]3)CC2)cc1	-1%	-1.4	7%	1%	.
39	CCn1cnc2sc(C(=O)Oc3cccc(C)c3)c(C)c2c1=O	16%	0.7	2%	-1%	-2%
40	CCc1nc(SCC(=O)c2ccc(C)c(C)c2)n[nH]1	0%	-0.1	3%	-3%	0%
41	CCc1ccc(OCCNC(=O)c2cccs2)cc1	-14%	0.2	-8%	6%	14%

#	Pol beta inh	Pol iota inh	Anesthetic bind	Pol kappa inh
37	?	.	-11%	.
38	2%	6%	-1%	-6%
39	?	1%	-12%	-4%
40	20%	10%	?	-20%
41	5%	3%	-23%	-14%

Among those listed so far, these contain fluorine.
#	SMILES	ALOX12 inh	TRHR agonist	BLM helicase inh	ERG Ets-DNA blk	APEX1 inh
19	C=CCn1c(COc2ccccc2F)nnc1SCC(=O)NC(=O)NCc1ccco1	-18%	-0.3	-11%	.	?
21	CC(C)NC(=O)CSc1nnc(-c2ccc(F)cc2)c2ccccc12	-5%	-0.4	-6%	3%	-4%
23	O=C(COC(=O)C1(c2cccc(F)c2)CCCC1)NCc1cccs1	-10%	-0.3	-3%	-4%	1%
29	CCOC(=O)c1cc(NC(=O)c2ccc(C)cc2)c(=O)oc1C(F)(F)F	-14%	-0.2	-6%	1%	-10%
31	Cc1c(NC(=O)c2ccc(F)c(S(=O)(=O)N3CCOCC3)c2)c(=O)n(-c2ccccc2)n1C	393%[activator]	-0.3	5%	11%	-1%
37	CC(C)(C)c1ccc(C(CC(=O)O)NC(=O)Cc2ccc(F)cc2)cc1 (stereo not drawn)	-22%	-0.2	-5%	.	-3%

#	Pol beta inh	Pol iota inh	Anesthetic bind	Pol kappa inh
19	40µM*	32µM*	-5%	?
21	4%	4%	-23%	-9%
23	4%	-21%	-11%	-6%
29	46%	12%	-8%	-10%
31	38%	-5%	-5%	8%
37	?	.	-11%	.
